PME-1 inh: blocks human protein phosphatase methylesterase 1; actives 0.53% (n = 320,000); inhibition, % at 5.9 µM; recombinant PME-1, FP-Rh probe fluorescence polarization; AID 2130; Q9Y570;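 active = inhibition above the campaign mean of all compounds plus 3 SD, cut at about 26% in these data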;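 note: competitive labeling of PME-1 active site by serine hydrolase directed probe; 0% = PME-1 with DMSO and 100% = wells lacking PME-1 enzyme; inhibitors block probe labeling so polarization falls and inhibition rises; many of its hits are not listed in these tables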
MEX-5 binding: C. elegans MEX-5 TCR-2 RNA binding activity. activity score (negative = inhibition of binding), % at 10 µM. actives 0.38% (n = 300,000). MEX-5/FITC-TCR2 RNA binding, fluorescence polarization; active compounds read low. Q9XUB2;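 active = inhibition past about -25% in most replicates, and total fluorescence under double the plate's negative control median, limit read from the data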;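 note: 0% = DMSO and -100% = 5 µM competing unlabeled TCR2 RNA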
GLD-1 TGE inh: GLD-1-TGE RNA interaction inhibition (C. elegans); Q17339; purified GLD-1 + fluorescein TGE RNA, fluorescence polarization; inhibition, % at 5.96 µM; actives 0.44% (n = 320,000);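 active = percent inhibition above a per-plate cutoff, the plate mean of test compounds plus 3 SD, cut at about 30% in these data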;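 note: 0% = DMSO wells with GLD-1 and probe and 100% = wells lacking GLD-1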
Target sequence (Q17339 whole entry, looked up): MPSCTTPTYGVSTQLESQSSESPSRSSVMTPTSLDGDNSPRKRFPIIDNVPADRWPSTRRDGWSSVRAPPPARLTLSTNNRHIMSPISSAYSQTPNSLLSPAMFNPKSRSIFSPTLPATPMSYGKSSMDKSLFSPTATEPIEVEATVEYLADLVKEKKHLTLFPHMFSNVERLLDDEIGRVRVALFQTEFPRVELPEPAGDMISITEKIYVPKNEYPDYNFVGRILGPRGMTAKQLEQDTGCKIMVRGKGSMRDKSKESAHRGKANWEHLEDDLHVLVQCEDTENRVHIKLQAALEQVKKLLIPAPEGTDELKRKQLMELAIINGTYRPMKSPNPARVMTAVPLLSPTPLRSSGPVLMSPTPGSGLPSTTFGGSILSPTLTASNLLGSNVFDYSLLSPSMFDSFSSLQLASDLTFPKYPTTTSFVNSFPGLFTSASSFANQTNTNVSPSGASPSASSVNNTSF
GRK2 aptamer HTS: blocks RNA aptamer binding to human GRK2. P25098. bead flow cytometry, FAM-aptamer displacement from GRK2. inhibition of aptamer binding, % at 10 µM. actives 0.59% (n = 330,000);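 active = inhibition of aptamer binding above 40%, roughly 3 SD of noise, on plates passing a quality check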;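 note: median bead fluorescence of bound FAM aptamer so fluorescent compounds give negative values; no value below 0 was filed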
Bcl-xL primary: Bcl-xL (human) inhibition. GST-Bcl-xL / FITC-Bim BH3 peptide fluorescence polarization. inhibition, % at 10.9 µM. AID 2129. actives 0.7% (n = 320,000);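 active = inhibition above the mean of all tested compounds plus 3 SD, cutoff set per campaign, cut at about 30% in these data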;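 note: 0% = DMSO wells and 100% = unlabeled Bim-BH3 peptide competitor; inhibitors lower millipolarization by displacing the labeled peptide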
Target sequence (Q07817 whole entry, looked up): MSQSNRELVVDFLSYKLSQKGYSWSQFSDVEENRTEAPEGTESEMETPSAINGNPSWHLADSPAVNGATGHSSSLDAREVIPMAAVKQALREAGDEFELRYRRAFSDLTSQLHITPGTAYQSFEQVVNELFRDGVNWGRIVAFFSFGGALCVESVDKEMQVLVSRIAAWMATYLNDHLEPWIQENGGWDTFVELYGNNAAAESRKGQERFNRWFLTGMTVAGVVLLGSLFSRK
VLA-4 inh: inhibition in a human VLA-4 binding assay. P13612. VLA-4 expressing cells, ligand binding flow cytometry. inhibition, % (about 7 µM as worked out from the volumes in the protocol). actives 0.2% (n = 330,000). AID 2557; in the data active = inhibition above about 50%
Efflux pump inh: blocks antifungal efflux pumps in multiplex yeast assay; inhibition, % at 10 µM; AID 485275; actives 0.44% (n = 330,000); S. cerevisiae Candida pump triplex, Nile Red efflux;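 active = plate passing quality check with inhibition over a set limit, or well fluorescence over plate mean plus 4 SD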;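 note: Nile Red retained in pooled yeast measured as flow cytometry median fluorescence; 0% = buffer negative control and 100% = Enniatin B positive control; higher means more Nile Red kept so more efflux inhibition; some compounds called inactive have numbers as strong as hits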
MCL1 BIM primary: inhibitors of human MCL1 binding to BIM-BH3 peptide. GST-MCL1 / FITC-Bim-BH3 fluorescence polarization. inhibition, % at 10.9 µM. actives 0.68% (n = 320,000);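 active = inhibition above the mean inhibition of all tested compounds plus 3 SD, set per campaign, cut at about 40% in these data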;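 note: 0% = DMSO wells and 100% = unlabeled Bim-BH3 peptide control; higher means more loss of mP so more displacement of Bim peptide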
Fam108B inh: Fam108B inhibition, counter-screen for RBBP9 inhibitors. actives 0.33% (n = 300,000). inhibition, % at 9.51 µM. recombinant Fam108B, FP-Rh probe fluorescence polarization;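 active = inhibition above the screen mean inhibition plus 3 SD, computed separately per campaign, cut at about 18% in these data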;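 note: inhibitors lower polarization as less probe binds the enzyme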
The depositor's hits bear a star; x = not tested or not shown. These rows are one share of the data. The share of hits here may be higher or lower than overall.

Compound	PME-1 inh	MEX-5 binding	GLD-1 TGE inh	GRK2 aptamer HTS	Bcl-xL primary	VLA-4 inh	Efflux pump inh	MCL1 BIM primary	Fam108B inh
O=C(COc1ccc(Br)cc1)N(Cc1cccs1)C1CCS(=O)(=O)C1 (stereo not drawn)	3	-3.4	-1	1	7	13	-0.1	7	1
COc1cccc(NC(=O)Cn2c(CCC(=O)O)ccc2-c2ccc(Cl)cc2)c1	0	0.6	3	2	0	13	-0.3	0	-1
C[N+]1([O-])[C@@H]2Cc3cc4c(cc3[C@@H]1Cc1cc3c(cc12)OCO3)OCO4 (stereo partly drawn)	2	2.4	-4	2	2	-4	0.1	2	2
CSCCNC(=O)c1ccc(OC2CCN(S(=O)(=O)N(C)C)CC2)cc1	-2	1.9	-5	3	-2	4	-0.1	-1	3
O=C(NC1CC2CCCC(C1)N2Cc1ccccc1)c1cccc(F)c1 (stereo not drawn)	5	0.1	-1	0	1	8	-0.2	1	1
COC(=O)CNC(=O)COC(=O)/C=C/c1ccc2ccccc2n1	-5	-4.9	2	1	3	17	-0.1	7	-3
CC1CCCN(C(=O)Cn2nnc(-c3ccc(S(C)(=O)=O)cc3)n2)C1 (stereo not drawn)	-4	0.8	2	2	-12	5	0.0	-31	6
CC[C@H](C)[C@H](NC(N)=O)C(=O)NCCc1ccc(OC)c(OC)c1	-10	0.9	7	0	6	-3	0.1	5	1
CN(Cc1ccccc1)c1ccc(N2C(=O)CCC2=O)cc1[N+](=O)[O-]	4	-0.6	-7	0	1	-7	-0.1	1	-4
Cc1csc2ncc(C(=O)N3CCCc4ccccc43)c(=O)n12	1	-0.9	5	0	3	-3	0.0	7	-2
COc1ccc(C(OCC(O)CNCCc2ccccc2)c2ccc(OC)cc2)cc1 (stereo not drawn)	x	-2.9	x	0	x	-2	0.2	x	x
COc1ccccc1-c1csc(-n2ncc(C#N)c2N)n1	-10	-1.9	-6	0	-6	-3	0.1	-1	-11
CN(CC(=O)Nc1ccc(Cl)cc1)C(=O)c1cccc(S(=O)(=O)N(C)C)c1	-4	0.5	-7	2	-4	5	0.6	-15	10
Cc1cc(-n2c(C)cc(C(=O)COc3ccc(Cl)cc3C(N)=O)c2C)no1	x	x	1	0	x	-14	0.0	x	x
OCCC1CN(Cc2nc3ccccc3s2)CCN1C1CCCC1 (stereo not drawn)	5	-2.1	0	0	4	-18	0.0	13	4
COc1cccc(CN(C)CC(=O)Nc2ccccc2C(=O)Nc2ccccc2)c1OC	5	1.1	-4	0	-1	-2	0.0	-3	1
CCN(CC)S(=O)(=O)c1ccc2c(c1)[nH]c(=S)n2CC	1	-1.4	1	0	-20	-23	0.2	-16	0
O=C(COC(=O)C1=COCCO1)Nc1ccc2c(c1)OCO2	5	0.8	-2	3	-2	4	0.1	-2	1
COc1ccc(C(=O)N2CCN(c3ncccn3)CC2)cc1	2	-1.2	7	4	1	-7	0.1	7	1
Cc1ccsc1CCNC(=O)C1CCC(=O)N(CCc2cccc(F)c2)C1 (stereo not drawn)	3	-0.8	0	3	2	15	0.5	3	-1
O=c1nc(SCc2ccc(Cl)cc2)nc(-c2ccccc2)[nH]1	0	-1.5	-2	1	8	-11	-0.1	3	-1
CC(C)C[C@H](NC(=O)[C@@H]1Cc2c([nH]c3ccccc23)C2c3ccccc3C(=O)N21)C(=O)N1CCC[C@@H]1C(=O)O (stereo partly drawn)	-10	-1.2	-2	0	11	-10	0.0	4	-3
Cc1nnc(NC(=O)CC(NC(=O)C(F)(F)F)c2ccccc2)s1 (stereo not drawn)	-1	1.4	6	0	2	6	0.0	1	-6
COCCN(C(=O)CCC(=O)Nc1ccccn1)C(C(=O)NCCC(C)C)c1ccc(F)cc1 (stereo not drawn)	1	-1.3	0	0	3	7	1.5	-6	-3
CCCCOC(=O)Nc1sc2c(c1C(=O)OC)CCC2	3	0.2	4	0	6	11	0.1	7	0
CC(/C=N/NC(=O)c1ccccc1F)=C\c1ccccc1	-10	-0.3	-5	2	-3	-4	-0.2	0	-3
Cc1nn(C)c(N)c1-c1ccccc1	3	-0.7	2	0	2	11	-0.1	10	3
CC(=O)Nc1ccccc1-c1nc2cc(C#N)c(C#N)cc2[nH]c1=O	7	-3.2	5	1	5	26	0.0	1	-1
Cc1ccc(C(=O)CSc2nnc(C3CC3)n2C2CC2)s1	2	x	1	2	0	6	-0.1	-5	x
CCCCS(=O)(=O)N1CCCC(C(=O)Nc2ccc3c(c2)CCC3)C1 (stereo not drawn)	11	1.2	-11	2	6	-8	0.4	7	-2
CCNC(=S)N(CCc1c(C)[nH]c2ccc(C)cc12)Cc1cc(OC)c(OC)c(OC)c1	2	-9.2	5	1	2	-13	0.2	13	1
O=[N+]([O-])c1ccccc1S(=O)(=O)Oc1ccccc1/C=N/n1cnnc1	12	1.2	1	0	4	16	-0.1	5	6
O=C(O)C1CC=CCC1C(=O)N1CCc2ccccc21 (stereo not drawn)	-7	-0.5	2	9	4	-7	0.0	3	7
Cc1ccc(CN2CCN(Cc3cnc(N(C)C)s3)CC2CCO)o1 (stereo not drawn)	4	1.5	-1	1	0	-2	-0.1	0	4
Cc1ccc(Cl)c2c1NC(=O)C2(O)CC(=O)c1ccc(F)cc1 (stereo not drawn)	-4	0.0	16	5	3	-5	-0.2	10	1
COC(=O)N[C@H](c1ccccc1)[C@@]1(C)C[C@@H]1[C@@H](C)C(=O)Nc1ccc2ccccc2c1	0	1.4	-8	0	3	1	0.3	0	0
CCCOc1ccccc1C1NC(=O)NC(C)=C1C(=O)OCCOC (stereo not drawn)	-4	-0.2	0	0	7	-1	0.0	10	4
O=C(O)c1cccc(N2C(=O)c3cccc4cccc(c34)C2=O)c1	x	1.4	x	7	x	-4	-0.1	x	x
CSc1ccc(CN(C)CC(=O)Nc2ccc(C)cc2Br)cc1	-10	-2.8	2	0	1	10	-0.3	-4	-2
COc1ccc(CNC(=O)CS(=O)CC(=O)O)cc1OC (stereo not drawn)	12	0.3	5	2	-3	0	0.0	0	-5
Cc1cccc(-c2noc(CN(C)C(=O)c3ccc4c(c3)OCO4)n2)c1	2	-1.4	-5	2	-2	8	0.0	1	2
CCOC(=O)N1CCC(NC(=O)c2ccc3snnc3c2)CC1	-2	2.3	5	4	0	-1	-0.1	5	5
COc1ccc(C(=O)NC2CCC(O)CC2)cc1S(=O)(=O)NCc1ccc(Cl)cc1 (stereo not drawn)	3	x	1	0	1	20	0.0	5	x
ClCC1=Nc2cccc3cccc(c23)N1	1	-8.4	-1	0	13	9	-0.1	19	4
CCOCCCn1c(-c2ccc(Cl)cc2)n[nH]c1=S	6	0.3	9	1	-5	22	0.0	-9	0
CCN1CCN(C(=O)c2ccc(CS(=O)(=O)Cc3ccccc3C)o2)CC1	1	-3.9	-1	4	-1	5	0.0	-3	1
COC(=O)C1=C(C)NC(=S)NC1c1ccc(-c2ccccc2C(=O)OC)o1 (stereo not drawn)	-3	-0.6	2	1	4	-2	-0.1	1	-3
O=C(N/N=C/c1cc(Br)c(O)c(Br)c1)C1CC1	-4	-1.7	4	0	6	-3	-0.2	8	-5
O=C(NC(=S)N1CCCc2ccccc21)c1ccc(Cl)cc1	-5	x	7	4	4	14	0.1	10	-5
O=C(NCc1ccncc1)C(=O)Nc1ccc2c(c1)OCO2	-7	2.1	3	1	8	5	0.1	4	2
Cc1c(Cl)cccc1NC(=O)NCc1ccccn1	5	0.9	5	0	2	15	-2.2	5	2
CC(C)c1ccc2nc(SCC(=O)NCC3CCCO3)c(C#N)cc2c1 (stereo not drawn)	5	-0.8	-10	0	6	4	-0.4	10	-3
COc1ccc(S(=O)(=O)N2CCCCC2)cc1NC(=O)C1CC1	4	x	7	2	-7	4	0.2	-10	x
CCCCOc1ccc(NC(=O)[C@@H]2CCCN2C(=O)C2CCN(S(=O)(=O)c3ccc(C)cc3)CC2)cc1	-3	-0.3	1	3	3	4	0.3	0	1
CCCOC(=O)c1ccc(O)c(OC)c1	0	-2.3	1	0	9	-7	-0.2	1	1
COc1cc(C)nc(Oc2ccc(OCCOc3ccccc3)nn2)n1	1	1.6	-4	2	1	-7	-0.1	-1	1
CC(=O)Oc1ccc(/C=C2/C(=O)N(c3ccccc3)N=C2C)cc1	3	1.5	-6	0	6	3	-0.2	2	7
COc1cc(/C=C/c2nc3ccccc3c(=O)[nH]2)cc(Cl)c1O	9	0.2	-43	4	-8	13	0.0	5	2
COC(=O)c1ccc(/C=N\NC(=O)CC(=O)NCCc2ccccc2)cc1	3	-1.1	-5	2	0	1	-0.1	1	2

As a working copy, three of the compounds above:
Compound	PME-1 inh	MEX-5 binding	GLD-1 TGE inh	GRK2 aptamer HTS	Bcl-xL primary	VLA-4 inh	Efflux pump inh	MCL1 BIM primary	Fam108B inh
Cc1ccc(C(=O)CSc2nnc(C3CC3)n2C2CC2)s1	2	x	1	2	0	6	-0.1	-5	x
CCCCS(=O)(=O)N1CCCC(C(=O)Nc2ccc3c(c2)CCC3)C1 (stereo not drawn)	11	1.2	-11	2	6	-8	0.4	7	-2
CCNC(=S)N(CCc1c(C)[nH]c2ccc(C)cc12)Cc1cc(OC)c(OC)c(OC)c1	2	-9.2	5	1	2	-13	0.2	13	1

Screening data (PubChem BioAssay)
